Compound activity: PubChem, The Scripps Research Institute Molecular Screening Center
FBW7 act: human FBW7 E3 ligase activation, primary screen. Q969H0. AlphaScreen FBW7–phospho-cyclin E peptide binding, activator screen. normalized activity (activation), % at 26.1 µM. 650,000 compounds, 0.13% hits. AID 1259310; in the data active means normalized activity above about 1.9%;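 further: purified mutant Fbw7 with reduced substrate affinity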
Target sequence (Q969H0 whole entry, looked up): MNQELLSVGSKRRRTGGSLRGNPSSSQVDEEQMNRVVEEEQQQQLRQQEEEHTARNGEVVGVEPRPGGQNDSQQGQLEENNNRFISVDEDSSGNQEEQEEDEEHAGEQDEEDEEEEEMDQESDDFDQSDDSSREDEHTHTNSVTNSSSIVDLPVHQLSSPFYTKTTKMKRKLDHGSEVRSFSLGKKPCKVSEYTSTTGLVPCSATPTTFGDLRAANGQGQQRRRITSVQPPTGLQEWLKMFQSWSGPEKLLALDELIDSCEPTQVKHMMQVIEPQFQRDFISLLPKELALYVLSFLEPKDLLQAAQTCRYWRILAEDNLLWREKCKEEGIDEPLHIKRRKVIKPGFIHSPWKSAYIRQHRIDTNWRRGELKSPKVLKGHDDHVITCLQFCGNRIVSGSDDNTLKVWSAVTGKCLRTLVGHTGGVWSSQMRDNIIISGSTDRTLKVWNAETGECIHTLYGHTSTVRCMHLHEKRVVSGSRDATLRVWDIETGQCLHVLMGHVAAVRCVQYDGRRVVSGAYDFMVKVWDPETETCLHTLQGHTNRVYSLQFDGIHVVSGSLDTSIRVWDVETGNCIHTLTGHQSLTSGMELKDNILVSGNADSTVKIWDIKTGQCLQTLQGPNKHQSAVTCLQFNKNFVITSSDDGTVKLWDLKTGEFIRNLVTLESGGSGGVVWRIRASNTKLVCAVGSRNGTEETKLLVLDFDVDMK
GPR151 ag: human GPR151 activation; PathHunter beta-arrestin GPR151 cells, luminescence; activation, % at 11.2 µM; 650,000 compounds, 1% hits; in the data active means activation above about 4.9%;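 further: 0% = median of compound wells and 100% = cells with positive control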
TEAD-YAP inh: TEAD-YAP interaction inhibition | HEK-TIYL cells, TEAD-Gal4/YAP UAS-luciferase luminescence | inhibition, % at 9.12 µM | 640,000 compounds, 1.4% hits | AID 1259422; in the data active means inhibition above about 32%;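 further: 0% = median of test compound wells and 100% = reference inhibitor wells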
MITF primary: blocks human microphthalmia-associated transcription factor; O75030; AlphaScreen MITF homodimerization, bead proximity signal; inhibition, % at 2.6 µM; 650,000 compounds, 0.91% hits; AID 1259374; in the data active means inhibition above about 50%;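 further: 0% = vehicle wells with protein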
An asterisk follows results filed as active.

cpd	SMILES	FBW7 act	GPR151 ag	TEAD-YAP inh	MITF primary
1	CC1CCN(C(=O)CNS(=O)(=O)c2ccccc2N)CC1	-0.2	0.3	-23.4	0.4
2	CC1CCCN(C(=O)c2csc(-c3cnccn3)n2)C1 (stereo unspecified)	-0.1	-0.9	1.7	6.8
3	Nc1cc(=O)nc(SCC(=O)Nc2ccccc2Cl)n1-c1ccccc1	-0.3	-1.1	-8.6	7.3
4	c1ccc(Nc2cc(Nc3ccc4ncccc4c3)ncn2)cc1	0.3	-1.1	-66.4	12.1
5	C(=N\Nc1ccc(-n2ccnc2)nn1)/c1ccccc1	0.0	1.5	-3.4	11.1
6	O=C(/C=C/c1cccc([N+](=O)[O-])c1)N1CCCCCC1	0.0	-0.3	-12.5	3.4
7	COC(=O)c1c(NC(=O)c2ccc(Cl)cc2[N+](=O)[O-])sc2c1CCC2	-0.1	3.4	-3.5	5.7
8	O=C(NC(n1ccnn1)C(Cl)(Cl)Cl)c1ccccc1 (stereo unspecified)	-0.2	-0.7	-3.9	-8.6
9	CC(=O)NCC1CCC2(CCN(Cc3ccc4c(c3)CCCN4C)CC2)O1 (stereo unspecified)	0.2	0.5	54.6*	7.0
10	CC(=O)c1cccc(NC(=O)NCc2ccccn2)c1	0.1	-1.2	-22.4	11.8
11	CCCCN(CCCC)S(=O)(=O)c1ccc2c(c1)C(=O)c1cc(S(=O)(=O)N(CCCC)CCCC)ccc1-2	0.2	1.3	0.0	-10.2
12	CCOC(=O)c1c(NC(=S)Nc2cnccn2)sc(C)c1-c1ccccc1	0.0	0.7	-10.2	-9.6
13	Fc1ccc(Nc2nnc(-c3cccnc3)s2)cc1Cl	0.0	-0.2	-48.5	-20.2
14	O=C(c1ccccc1Cl)N1CCN(c2ccc([N+](=O)[O-])c(NCc3ccccc3)c2)CC1	0.3	0.1	-9.0	25.5
15	Cc1ccc(Br)cc1S(=O)(=O)N1CCN(c2ccccc2)CC1	0.0	0.9	-5.7	0.4
16	CCOc1ccc(OCCN2C(=O)NC3(CCCCC3)C2=O)cc1	-0.1	-1.3	2.1	5.2
17	Cn1c(C(=O)N2CCCC2)cc2c(=O)n(C)c3ccccc3c21	-0.2	-0.1	8.3	7.5
18	Cc1cc(=O)nc2c3ccccc3n(C(C)C(=O)NC3CCCC(C)C3C)n12 (stereo unspecified)	0.1	-0.5	6.0	4.5
19	Cc1cc(C)cc(OCC(=O)N2CCN(C(=O)COc3cc(C)cc(C)c3)CC2)c1	0.5	0.9	-2.9	-2.0
20	c1ccc2cc(Sc3ncnc4sc5c(c34)CCCC5)ccc2c1	-0.1	-1.2	1.7	-2.8
21	O=c1n(Cc2cccnc2)nc(-c2cccc(F)c2)n1-c1ccncc1	-0.1	2.0	12.4	7.2
22	Cc1cncn1CCc1nc2c3ccccc3nc(SCc3cccc([N+](=O)[O-])c3)n2n1	-0.2	-0.5	-1.6	-2.6
23	O=C(CCN1CCOCC1)Nc1cc(C(=O)N2CCN(c3ccc(F)cc3)CC2)ccc1N1CC2CC(C1)c1cccc(=O)n1C2 (stereo unspecified)	0.1	1.0	-11.0	12.3
24	CC(C)COC(=O)c1ccc(NC(=O)c2cccs2)cc1	0.0	1.3	-0.2	6.9
25	CC1(c2ccc(Cl)cc2)NC(=O)N(CN2CCN(C(=O)c3ccccc3)CC2)C1=O (stereo unspecified)	0.0	0.6	1.6	3.1

Quoted at random: 2 compounds from above
cpd	SMILES	FBW7 act	GPR151 ag	TEAD-YAP inh	MITF primary
24	CC(C)COC(=O)c1ccc(NC(=O)c2cccs2)cc1	0.0	1.3	-0.2	6.9
1	CC1CCN(C(=O)CNS(=O)(=O)c2ccccc2N)CC1	-0.2	0.3	-23.4	0.4

The results go on.
cpd	SMILES	FBW7 act	GPR151 ag	TEAD-YAP inh	MITF primary
26	CCOc1nc(-c2cccs2)ccc1C#N	0.5	0.2	-0.4	-6.1
27	Oc1cc(CN2CCCCC2)c(O)cc1CN1CCCCC1	-0.3	2.6	7.9	46.1
28	CCCCOc1ccc(C(CC(=O)O)C(=O)O)cc1 (stereo unspecified)	0.1	3.2	-1.4	9.4
29	Cc1ccc(NC(=O)c2nc3ncccn3n2)cc1C	-0.2	-0.4	-47.5	0.9
30	CCCC(C)C(=O)NCc1ccc(S(N)(=O)=O)cc1 (stereo unspecified)	0.0	-1.6	7.8	2.3
31	Cc1ccc(Cc2c(C)nc3nc(SCC(=O)N4CCC(C)CC4)nn3c2C)cc1	-0.1	-0.7	-13.0	-4.3
32	OCC1(CC2CCCCO2)CCN(Cc2cccc(O)c2)CC1 (stereo unspecified)	0.0	0.9	7.1	-0.9
33	COc1ccc(-c2noc(CN(C(=O)Nc3ccccc3OC)C(C)C)n2)cc1	0.2	0.2	1.1	10.5
34	N#CCCN1c2ccccc2Sc2ccccc21	0.0	0.5	-4.2	-1.9
35	COc1ccc(Sc2ccc(/C=C3\C(=O)NN(c4ccccc4)C3=O)o2)cc1	-0.1	-0.1	18.0	6.4
36	C=C(C)C(=O)NC(C)(C)CCN(CCCC)CCCC	0.1	0.8	-0.2	-19.7
37	O=C1c2ccccc2C(=O)N1c1ccccc1Br	1.2	0.5	18.0	-2.1
38	CCN1CCN(C(=O)c2ccc3c(=O)n(CC4CCCO4)c(=S)[nH]c3c2)CC1 (stereo unspecified)	0.0	-0.6	-9.7	-3.3
39	CC(=O)N1CCC(C(=O)Nc2ccc(N3CCOCC3)cc2)CC1	-0.1	-0.7	-11.2	2.8
40	CCOC(=O)c1sc2ncn(CC(=O)NCCCOC)c(=O)c2c1C	0.0	-2.4	-0.9	-2.5
41	O=C(CSc1nc2[nH]ncc2c(=O)n1-c1ccc(Cl)cc1)Nc1ccc(Br)cc1	-0.1	0.7	15.5	-6.6
42	Cc1c(C(=O)Nc2ccc(NC(=O)c3ccco3)cc2)cccc1[N+](=O)[O-]	0.0	0.7	-6.0	-12.5
43	COc1ccc(-c2nc(SCC(=O)Nc3ccc4ccccc4c3)n[nH]2)cc1	-0.1	0.0	4.7	-7.4
44	O=C(NCc1cccnc1)C1CCN(c2ccc(NCc3cccnc3)nn2)CC1	-0.1	-1.3	4.8	-9.0
45	O=C(c1cccc2ccccc12)C1CCCN(C2CCN(Cc3ccccn3)CC2)C1 (stereo unspecified)	0.6	4.0	-4.5	1.1
46	CCOC(=O)c1cnc2c(OC)cccc2c1NC(C)c1ccccc1 (stereo unspecified)	-0.1	0.3	-1.1	-4.8
47	COc1ccc(C(=O)N/C(=C/c2cccs2)C(=O)NCCN2CCOCC2)cc1	0.2	0.3	-1.1	10.3
48	N#C/C(=C\c1ccccc1)C(=O)OC1CCOC1=O (stereo unspecified)	-0.1	1.1	7.6	2.2
49	COc1ccc(NC(=O)Nc2ccc(OC)cc2OC)c(C)c1	1.0	2.1	6.6	11.8
50	O=C(CCCCCn1c(=S)[nH]c2ccccc2c1=O)NCCc1ccccc1	0.2	-1.0	-4.1	5.8
51	C(=N/N=C(/Cc1ccccc1)c1nc2ccccc2[nH]1)/c1cccnc1	-0.3	-1.0	-69.1	-7.6
52	Cc1ccc(CCNC(=O)c2ccc(N3CCCC3=O)cc2)cc1	0.2	-0.2	-13.3	11.5
53	Cn1c(=O)oc2cc(S(=O)(=O)NCCC(=O)N3CC=C(c4ccccc4)CC3)ccc21	-0.1	0.2	-4.9	-5.7
54	c1ccc(CCNc2c(-c3ccccn3)nc3cnccn23)cc1	-0.3	-1.7	-13.5	10.9
55	COCCCN1C(=O)C2C(C(=O)Nc3cccc(C)c3)C3C=CC2(O3)C1C(=O)NC1CCCCC1C (stereo unspecified)	-0.1	3.2	6.1	0.7
56	CCN(CC)c1nc(N)nc(N(CC)CC)n1	1.4	1.5	-3.8	-4.3
57	Cc1[nH]c(=S)[nH]c1C12CC3CC(CC(C3)C1)C2	-0.2	-0.3	-10.0	5.4
58	CCN(CC)C(=O)N1CCC(NC(=O)c2ccccc2C)CC1	0.2	1.5	-7.8	7.6
59	CCN1C(=O)c2cccc3c(NC(=O)c4cccc(Cl)c4)ccc1c23	0.2	-0.3	-7.2	-1.9
60	CSCC(=O)N1CCC(Oc2cccc(C(=O)NCc3ccccc3)c2)CC1	-0.1	0.7	-10.1	9.0
61	O=C(c1ccc(Cn2c(SCc3cc(=O)n4ccccc4n3)nc3cc4c(cc3c2=O)OCO4)cc1)N1CCN(c2ccccc2)CC1	-0.1	2.5	-17.8	4.6
62	Cc1ccccc1C1C=C(c2ccc(Br)s2)Nc2ncnn21 (stereo unspecified)	0.1	0.5	3.2	9.8
63	CCOC(=O)C1=C(CSc2nc(C)c(C)c(C)c2C#N)OC(N)=C(C#N)C1c1ccc(OC)cc1 (stereo unspecified)	0.0	0.5	-0.8	12.0
64	O=[N+]([O-])c1ccc(-c2csc(N3CCCC3)n2)cc1	0.1	0.6	-19.7	6.8
65	O=C(CSc1ccc2nnc(-c3ccc(Cl)cc3)n2n1)NCc1ccc(F)cc1	0.0	-0.3	-6.0	-3.4
66	C[C@H](NS(=O)(=O)c1ccc(Cl)cc1)C(=O)OCC(=O)c1ccc[nH]1	0.0	0.4	6.7	4.0
67	COC(C)(C)C#C/C=C/S(=O)(=O)c1ccc(C)cc1	0.0	2.0	10.9	7.6
68	COc1cc(OC)c(OC)cc1CN1CCN(CC(C)(C)C)C(CCO)C1 (stereo unspecified)	-0.1	-0.7	-5.1	-2.2
69	O=C(O)/C=C/c1c(F)c(F)c(N2CCCCC2)c(F)c1F	0.1	-1.2	2.1	7.3
70	COc1cccc(CNCc2c(C(=O)O)n(Cc3ccccc3F)c3cc(OC)ccc23)c1	-0.1	1.3	-4.0	9.3
71	Cc1cccc(CC(=O)NCc2ccc3[nH]c(C)cc3c2)c1	-0.1	-3.8	-11.5	-4.1
72	CC(=O)Nc1cccc(NC(=O)c2sc3ncn(CC(=O)N4CCC(C)CC4)c(=O)c3c2C)c1	0.1	-1.0	-13.4	0.4
73	O=C(O)c1cccc2cccc(C(=O)NCCCN(CCO)CCO)c12	0.2	-1.7	-2.8	-14.9
74	Cc1cc2c(cc1C)NC(c1ccccc1F)C1=C(CC(C)(C)CC1=O)N2 (stereo unspecified)	-0.1	-1.4	-0.8	-3.5
75	COc1ccc([N+](=O)[O-])cc1Nc1ncnc2ccc(Br)cc12	0.2	-1.2	-4.1	-9.9

Remaining list, next part:
cpd	SMILES	FBW7 act	GPR151 ag	TEAD-YAP inh	MITF primary
76	CCCC(=NC)C1=C(O)CC(C)(C)CC1=O	-0.1	0.1	3.0	-4.2
77	Cc1nc(N2CCCCC2)sc1C1Sc2ccccc2NC1=O (stereo unspecified)	0.4	1.2	-2.5	6.0
78	CC(C)=CCN1CCN(Cc2c[nH]c3ccccc23)CC1CCO (stereo unspecified)	0.0	-1.3	-1.1	-6.2
79	CC(=O)c1c(C)[nH]c(C(=O)Nc2ccc(S(=O)(=O)Nc3nccs3)cc2)c1C	0.0	-1.3	-3.9	15.1
80	Cc1ccccc1-n1nc2c(c1NC(=O)c1ccccc1[N+](=O)[O-])CSC2	-0.1	0.8	-1.7	6.2
81	CNC(=O)CCc1nc(-c2ccccc2)no1	-0.1	-1.2	-2.1	-9.3
82	Cc1[nH]c2c(C)cccc2c1CCNS(=O)(=O)c1cccc([N+](=O)[O-])c1	0.0	-0.1	1.9	20.2
83	CCCCOc1ccc(C(=O)N/C(=C/c2cccc(F)c2)C(=O)N2CC3CC(C2)c2cccc(=O)n2C3)cc1 (stereo unspecified)	0.1	-0.5	5.3	16.8
84	CCOC(=O)C1CCN(C(=O)c2ccccc2-c2ccccc2)CC1	0.1	1.0	7.2	6.1
85	COc1ccc(CNC(=O)c2nc3nccc(C)n3n2)cc1	-0.1	-0.1	-5.1	6.5
86	CCOC(=O)C1=C(CSc2nnc(N)s2)NC(=O)NC1c1ccc(Cl)cc1 (stereo unspecified)	0.2	0.8	8.5	11.6
87	Cc1cnc(C(=O)N2CCC[C@@H]3CN(Cc4ccc(F)cc4)CC[C@H]32)cn1	0.1	0.3	-15.9	5.6
88	CC(C)(C)Nc1nc(-c2ccc3c(c2)CCN3S(=O)(=O)c2ccccc2)cs1	-0.2	0.0	-0.4	-4.5
89	O=C(N1CCN(c2nc(-c3ccccc3)c3cc([N+](=O)[O-])ccc3n2)CC1)C(F)(F)F	0.0	0.2	9.0	10.4
90	Cc1ccc(C)c(OCC(=O)N2CCC(C)CC2)c1	0.1	-0.6	4.2	-1.1

Two entries from above, field by field.
(80) Cc1ccccc1-n1nc2c(c1NC(=O)c1ccccc1[N+](=O)[O-])CSC2
  FBW7 act = -0.1
  GPR151 ag = 0.8
  TEAD-YAP inh = -1.7
  MITF primary = 6.2

(81) CNC(=O)CCc1nc(-c2ccccc2)no1
  FBW7 act = -0.1
  GPR151 ag = -1.2
  TEAD-YAP inh = -2.1
  MITF primary = -9.3
